From PubChem BioAssay
TAAR1 antag – human TAAR1 antagonists, primary screen, Fluo-8 calcium fluorescence, CHO RD-HGA16 cells | Trace amine-associated receptor 1 (Homo sapiens), Q96RJ0 | antagonist | inhibition, % at 3 µM | 360,000 tested, 1.5% active | AID 624466, 2012;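 active = inhibition above a per-plate cutoff, the mean inhibition of test compounds on that plate plus 3 SD, cut at about 49% in these data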;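 also: 0% = DMSO plus EC80 beta-PEA response and 100% = DMSO alone without agonist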
Target sequence (Q96RJ0 whole entry, looked up): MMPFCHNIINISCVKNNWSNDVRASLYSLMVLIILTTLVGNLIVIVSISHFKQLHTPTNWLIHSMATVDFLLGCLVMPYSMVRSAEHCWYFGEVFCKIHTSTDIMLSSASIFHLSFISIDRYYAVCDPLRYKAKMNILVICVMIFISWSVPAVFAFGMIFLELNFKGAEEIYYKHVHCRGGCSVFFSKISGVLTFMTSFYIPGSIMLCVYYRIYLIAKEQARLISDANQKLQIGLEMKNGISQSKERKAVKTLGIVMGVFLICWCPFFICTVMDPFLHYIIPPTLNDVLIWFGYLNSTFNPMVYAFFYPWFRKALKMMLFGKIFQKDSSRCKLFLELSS
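Material: RD-HGA16 CHO cells with stable hTAAR1 and Gα16; Dosing: single nominal final test compound concentration of 3 µM; Schedule: seeding 17-24 h prior, 75-min 37 °C, 30-min RT dye loading; Detection: kinetic Fluo-8 calcium fluorescence measurement; Measure: % inhibition from peak post-agonist over basal fluorescence ratio; Benchmarks: vehicle and agonist controls.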
M1 ag parental – counter-screen for M1 agonists: effect in parental CHO-K1 cells | Fluo-8 calcium fluorescence; scaled to maximal ATP response, vehicle zero | activation, % at 3 µM | 360,000 tested, 0.48% active | AID 602248, 2012; in the data active = activation above about 15%;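 also: untransfected CHO-K1 host cells lacking M1 receptor as counterscreen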
TAAR1 agonist – human TAAR1 agonists, primary screen, Fluo-8 calcium fluorescence, CHO RD-HGA16 cells | Trace amine-associated receptor 1 (Homo sapiens), Q96RJ0 | vehicle wells 0%, saturating PEA agonist 100% | activation, % at 3 µM | 360,000 tested, 0.99% active;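 active = activation above the mean activation of all test compounds in the run plus 3 SD, cut at about 38% in these data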
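test system = CHO RD-HGA16 cells carrying human TAAR1 plus Gα16 | schedule = 17-24 h seeding, 75 min 37 °C dye, 30 min RT | compound dosing = 3 µM single concentration | control set = DMSO and PEA EC100 | replicates = n 1 | signal = Fluo-8 fluorescence, 5 s baseline then 140 s kinetic read | measure = percent activation vs PEA EC100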
CHO parental Ca – ATP-evoked calcium signal inhibitors, parental CHO, primary screen, counter-screen for OX1R antagonist project, cell-based, fluorescence, Fluo-8 calcium dye | inhibition, % at 5.6 µM | parental CHO-K1, ATP-induced calcium, Fluo-8 fluorescence | AID 463079, 2010 | 330,000 tested, 0.63% active;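 active = inhibition above that plate's mean sample inhibition plus 3 SD, cut at about 26% in these data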;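 also: 0% = ATP-challenged DMSO wells and 100% = DMSO wells without ATP; some compounds past the cut are filed as inactive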
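Assay system: untransfected parental CHO cell line. Also added: ATP agonist challenge. Dosing: one dose, 5.6 µM nominal. Measured by: Fluo-8 fluorescence. Read-out: % inhibition. Benchmarks: ATP wells versus no-ATP DMSO wells. Repeats: no replicates.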
M1 antag – human M1 muscarinic receptor antagonists, primary screen, CHO-K1 cells, Fluo-8 calcium fluorescence, 1536-well. Muscarinic acetylcholine receptor M1 (Homo sapiens), P11229. CHO-K1 hM1, ACh EC80 antagonist. inhibition, % at 3 µM. 360,000 tested, 1.3% active;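 active = percent inhibition above its own plate's cutoff, namely the mean of that plate's compound wells plus 3 SD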;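 also: peak over basal fluorescence ratio during 140 s after agonist addition; 0% = ACh EC80 plus DMSO and 100% = DMSO alone without agonist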
Target sequence (P11229 whole entry, looked up): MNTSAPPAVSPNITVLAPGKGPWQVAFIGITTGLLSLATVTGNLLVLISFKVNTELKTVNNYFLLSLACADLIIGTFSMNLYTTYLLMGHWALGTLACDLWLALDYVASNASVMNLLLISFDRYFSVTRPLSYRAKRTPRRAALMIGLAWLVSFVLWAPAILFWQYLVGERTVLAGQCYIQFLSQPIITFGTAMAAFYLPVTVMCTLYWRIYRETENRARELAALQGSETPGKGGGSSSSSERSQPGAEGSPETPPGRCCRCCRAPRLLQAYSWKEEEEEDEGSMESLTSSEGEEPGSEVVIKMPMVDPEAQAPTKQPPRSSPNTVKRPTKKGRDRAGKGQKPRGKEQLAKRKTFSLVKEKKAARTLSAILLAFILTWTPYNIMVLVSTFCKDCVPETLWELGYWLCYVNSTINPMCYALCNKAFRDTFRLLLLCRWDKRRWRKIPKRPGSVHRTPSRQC
M1 PAM parental – nonselective calcium activators in parental CHO-K1 cells, primary screen, counter-screen for M1 PAM project, cell-based, Fluo-8 calcium fluorescence, full deck, 1536-well. ATP EC20; 0% at ATP EC20, 100% at ATP max. activation, % at 3 µM. 360,000 tested, 0.02% active;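 active = activation above the run cutoff, the mean activation of all test compounds plus 3 SD, cut at about 40% in these data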;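 also: peak over basal fluorescence ratio in a 140 s read after ATP addition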
CHRM1 agonist – human M1 muscarinic receptor agonists, primary screen, Fluo-8 calcium fluorescence, CHO-K1 cells, HTS; 360,000 tested, 0.33% active; Muscarinic acetylcholine receptor M1 (Homo sapiens), P11229; AID 588814, 2011; CHO-K1 hM1, agonist mode; 0% DMSO, 100% acetylcholine EC100; activation, % at 3 µM;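 active = activation above the run's mean compound activation plus 3 SD, cut at about 16% in these data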;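 also: peak over basal fluorescence ratio within a 140 s kinetic read after compound addition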
CHO-K1 Ca antag – counter-screen for M1 antagonists: effect in parental CHO-K1 cells. ATP-induced calcium, Fluo-8 fluorescence. inhibition, % at 3 µM. 360,000 tested, 0.6% active;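 active = inhibition above a per-plate cutoff, the plate's mean sample inhibition plus 3 SD, cut at about 24% in these data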;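 also: 0% = DMSO plus EC80 ATP and 100% = DMSO alone without ATP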
CHRM1 PAM – human M1 muscarinic receptor positive allosteric modulators, primary screen, CHO-K1 cells, Fluo-8 calcium fluorescence, 1536-well | CHO-K1 hM1, ACh EC20; 0% = ACh EC20, 100% = maximal ACh | activation, % at 3 µM | 360,000 tested, 0.088% active; in the data active = activation above about 19%, passing the limit was not always enough
* = called active by the depositor; / = no result given; & = joins results of further samples.

Every second line gives: TAAR1 antag, M1 ag parental, TAAR1 agonist, CHO parental Ca, M1 antag, M1 PAM parental, CHRM1 agonist, CHO-K1 Ca antag, CHRM1 PAM
O=C1CCCC2=C1C1(CCCC1)N=C(Nc1nc3cc(-c4ccccc4)ccc3o1)N2
→ -3, -0.1, -1, /, 0, 9, -3, 8, -8
C[C@H](CO)N1C[C@H](C)[C@@H](CN(C)C(=O)Nc2ccc3c(c2)OCO3)Oc2ccc(NC(=O)CCN3CCOCC3)cc2C1=O
→ 12, 0.2, 9, -1, 2, 0, -5, -1, -6
CN1/C(=C\C=C2\N=C(c3ccc(F)cc3)OC2=O)C(C)(C)c2ccccc21
→ 47, 3.7, 16, 25, 18, 2, 7, 3, -5
Cc1cc(NC(=O)CCC(=O)N(Cc2ccccc2)C(C(=O)NC2CCCC2)c2ccco2)no1 (stereo not drawn)
→ -3, 0.6, 2, -13, -6, 8, -6, -1, 6
CNc1cc([N+](=O)[O-])ccc1N/C=C/C(=O)c1ccc2c(c1)OCO2
→ -15, 0.7, 2, -4, 3, 18, -6, -11, -2
CCc1cccc(C)c1NC(=O)Cn1c(NCCO)nc2ccccc21
→ 9, 0.2, 0, -1, -11, 11, -3, 3, 12
c1cnc(N2CCN(Cc3ccc4c(c3)OCO4)CC2)nc1
→ -19&10, 0.2&0.8, 0&0, -11&-11, -32&-26, -6&16, -4&-5, 1&7, 5&5
CCCOC(=O)Oc1ccc2c(=O)c(Oc3cc(C)cc(C)c3)coc2c1
→ 9, 5.3, 9, -15, -7, 16, -8, -13, 3
COc1ccccc1NC(=O)/C=C/c1ccc(OC)c(S(=O)(=O)N2CCOCC2)c1
→ -4, 1.1, 4, -20, -9, 7, -1, -11, 8
Cc1ccc(C(=O)CCC(=O)N2CCC(C(N)=O)CC2)cc1
→ 11, 0.1, 1, -12, -6, 26, 0, -15, 14
O=C1/C(=C/c2ccccc2Cl)SC(=S)N1CCC(=O)N1CCCCC1CCO (stereo not drawn)
→ 44, 3.8, 12, -45, 2, -7, -3, -1, 0
CCCN1CNc2c(c(=O)[nH]c(=S)n2CCc2ccc(OC)c(OC)c2)C1
→ 4, -0.1, 2, -6, -3, 2, -4, -12, 5
O=C(NC1CCCCC1)N(CCN1CCCC1)Cc1cc2cc3c(cc2[nH]c1=O)OCCO3
→ /, 4.9, /, -23, -7, 9, -6, 9, 6
CCOc1ccccc1NC(=O)CN1CCN(Cc2ccccc2)CC1
→ -3, 0.2, 0, -6, -9, 3, -9, -8, 3
CCn1c(O)c(N=NC(=O)CNC(=O)/C=C/c2ccco2)c2ccccc21
→ -9, 0.5, 7, -9, -14, 16, -8, -16, 11
COc1cccc(C(=O)NNC(=O)C(=O)Nc2ccc(C)cc2)c1
→ 21, 1.0, 2, -1, -2, 9, -2, -11, 8
COCCN1CCc2c(C)nc3c(-c4ccc(OC)c(OC)c4)cnn3c21
→ -9, 0.0, -1, -15, -7, 19, -7, -6, 12
CC(NC(=O)CN(c1ccc(Br)cc1)S(C)(=O)=O)c1ccccc1 (stereo not drawn)
→ 8, 3.4, 2, -5, -13, 19, 0, -11, 6
COc1cccc(/C=C2/SC(=S)N(CCCC(=O)Nc3ccc(O)cc3)C2=O)c1
→ -24, 6.6, -1, -9, -4, 13, 2, -11, 5
CCN(CC)CC(C(=O)N(CC)CC)P(=O)(c1ccccc1)c1ccccc1 (stereo not drawn)
→ 14, 0.3, 5, -17, -9, 17, -2, -14, 8
CSc1nc(S(C)(=O)=O)nc2[nH]c(=O)[nH]c12
→ -16, 0.6, 2, /, -13, 14, -2, -12, 11
Cn1nc(C(=O)Nc2cccc(S(N)(=O)=O)c2)c2ccccc2c1=O
→ 6, 0.7, 1, -5, -9, -6, -3, -3, 4
Oc1ccccc1CNc1nc2ccccc2n1CCN1CCCCC1
→ -10, 0.2, 1, -27, -16, -7, -11, 2, 3
CCOC(=O)c1cc2c(nc1NC(=S)NCc1ccccc1)CCCC2
→ -29, -0.1, 1, 2, -1, -13, -2, 13, 4
CC(C)(C)c1cc(-c2csc(Nc3ccccc3)[n+]2Cc2ccc(C(=O)O)cc2)cc(C(C)(C)C)c1O
→ /, -0.2, /, -2, -2, -5, 1, -10, 2
Cc1c(C(=O)NCc2cccs2)oc2ccc(S(=O)(=O)N3CCOCC3)cc12
→ 37, 5.2, 26, -1, 19, -5, -1, 18, -6
CCOc1ccc(CCNC(=O)COC(=O)CSc2ccc(C)cc2)cc1OCC
→ 6, 3.8, -1, /, -6, -3, -3, -2, 7
COC(=O)c1sccc1NC(=O)CSc1ccccc1NS(=O)(=O)c1ccc(Br)cc1
→ 33, 0.1, -1, -13, 10, -9, 0, -2, -1
COc1ccc2nc(N=Nc3ccc(N(C)C)cc3)sc2c1
→ 2, 0.3, 11, /, -8, 11, -2, -11, 8
CSc1ccccc1NC(=O)c1ccco1
→ 11, -0.2, 9, -1, -6, 12, -7, 7, 4
CC(=O)c1ccc(N(C(=O)c2ccco2)C(C(=O)NC2CCCC2)c2ccc(N3CCOCC3)cc2)cc1 (stereo not drawn)
→ 17, 1.0, 1, -17, 4, 25, -5, -5, -1
COc1ccccc1-c1cnc(C(O)c2cccc(CN3CCCCC3)c2)[nH]1 (stereo not drawn)
→ -4, 0.2, 5, /, -11, 7, -8, -8, 0
Clc1ccc(Cl)c(OCCN2CCOCC2)c1
→ -6, 0.0, 21, 8, 0, 11, -4, -1, 3
CC1(C)CC(=O)C2=C(C1)OC(N)=C(C#N)C2C1CC=CCC1 (stereo not drawn)
→ /, 0.5, /, -15, 19, -11, 1, 6, -10
COc1cccc2cc(C(=O)NNC(=O)c3ccc(Br)cc3)c(=O)oc12
→ 5, 0.2, 7, -9, -10, 14, -3, -9, 12
CC(=O)c1ccc(OCC(O)CN2CCN(CCO)CC2)cc1 (stereo not drawn)
→ -9, 0.2, 1, 9, -7, -9, -2, 3, -5
Cc1cc(=O)oc2cc(OC(C)C(=O)NCCc3ccc(S(N)(=O)=O)cc3)ccc12 (stereo not drawn)
→ -22, 0.3, 2, -11, 5, -8, -3, 4, 2
O=c1c2sccc2n(Cc2cc(=O)n3ccccc3n2)c(=O)n1-c1ccccc1
→ -5, 0.2, -1, -9, -4, 25, -3, -15, -2
CNC(=O)c1sc(N2N=C3/C(=C\c4ccccc4)CCCC3C2c2ccccc2)nc1C (stereo not drawn)
→ 36, 0.1, 3, /, -14, -16, -2, 0, 13
O=C(NCc1ccccc1)C(=O)NCC1OCCN1C(=O)c1cccs1 (stereo not drawn)
→ -16, 2.9, 0, -8, 10, 19, -6, -3, -2
CC(=O)Oc1ccccc1C1OCCN1C(C)=O (stereo not drawn)
→ -10, -0.2, 2, -3, 4, 8, -1, -4, 2
CCOC(=O)C1=NN(C(=O)COc2ccccc2)C(O)(c2ccc(Cl)cc2)C1 (stereo not drawn)
→ 3, 0.9, 4, -34, 3, 19, -3, -12, -1
S=c1[nH]nc(Nc2ccc(Cl)cc2)s1
→ -2, 0.2, 1, -14, -5, -9, -2, -7, 12
NC(=O)c1ccc(S(=O)(=O)N2CCSCC2)cc1
→ -15, 4.0, 7, -11, -7, 7, 0, 4, 4
Cc1cccc(NC(=O)CCc2c(C)nn(-c3ccc(N4CCOCC4)nn3)c2C)c1
→ 2, 1.2, 3, -11, 0, -7, -5, 9, -5
Cc1cccc(C(=O)N(C(=O)c2cccc(C)c2)N(C)C)c1
→ -14, -1.0, 5, /, -8, 2, -6, -3, 9
O=C(CNC(=O)N1CC(=O)Nc2ccccc21)NCc1ccccc1Cl
→ -11, 0.3, 1, 12, -3, 14, -3, -16, 4
CCOC(=O)CSc1nc2c(c(=O)n(C)c(=O)n2C)n1CCCc1ccccc1
→ -4, 2.4, 7, /, -6, 19, -2, -6, 9
O=C(Nc1ccccc1Cl)N1CCN(C/C=C/c2ccccc2)CC1
→ 17, 1.1, -1, -12, -9, 25, -14, -13, 0
O=C(Nc1ccc(N2CCOCC2)c(Cl)c1)c1cccnc1Cl
→ 5, 0.8, 2, 2, -9, 17, -4, -9, 11
CCOP(=O)(OCC)C(NC(=O)/C=C/c1ccc(OC)cc1)c1ccccc1 (stereo not drawn)
→ 11, 0.4, -1, 8, 4, -8, -1, -3, 1
Oc1ccccc1CN1CCC(C(O)(c2ccccc2)c2ccccc2)CC1
→ -14, -0.2, 10, -14, 9, -8, -7, 0, -19
CCOC(=O)C1=C(C)N=c2s/c(=C\c3ccc(OC(C)=O)cc3)c(=O)n2C1/C=C/c1ccccc1 (stereo not drawn)
→ 2, 0.3, 2, -8, 0, 20, -5, -13, 11
CCOC(=O)/C=C1\SCC(=O)N1Cc1ccc(Br)cc1
→ 7, 0.4, 8, -12, 9, 9, -4, -1, 6
Cc1ccc([N+](=O)[O-])c(OCCCN2CCCCCC2)c1
→ 2, 1.1, 5, -18, -1, 8, -12, -16, -8
OC1CCCN(CC(O)c2ccccc2)C1 (stereo not drawn)
→ -13, 0.1, 5, -16, -4, 3, -3, -21, 2
CC12CCCCC1C(C(N)=O)C(=O)O2 (stereo not drawn)
→ -1, 0.1, 2, /, -6, 1, -1, 3, 2
CCOC(=O)C1CCN(C(=O)COC(=O)c2ccccc2C(=O)c2ccc(Cl)cc2)CC1
→ -9, 2.6, 1, -22, 23, -23, -4, 3, -9
CCOC(=O)c1sc2nc(C)c([N+](=O)[O-])c(COC)c2c1N
→ -17, -0.3, 0, -27, -12, 2, -4, 5, 9
O=C(Nc1ccccc1)c1cc(C2CCCN(C(=O)c3ccc4c(c3)CCO4)C2)on1 (stereo not drawn)
→ -2, 4.0, 1, /, -12, 9, -1, 3, 1
CCn1c(CCNC(=O)c2ccc(C)cc2)n[nH]c1=S
→ 6, -0.1, 4, -3, -11, 18, -2, -7, 5
S=c1[nH]nc(COc2ccccc2)n1/N=C/c1ccc(Br)s1
→ 0, 0.3, 0, -10, -6, 8, -7, -10, 8

Three structures already listed, arranged by heavy-atom count, largest number first:
Every second line gives: TAAR1 antag, M1 ag parental, TAAR1 agonist, CHO parental Ca, M1 antag, M1 PAM parental, CHRM1 agonist, CHO-K1 Ca antag, CHRM1 PAM
CCOC(=O)C1=C(C)N=c2s/c(=C\c3ccc(OC(C)=O)cc3)c(=O)n2C1/C=C/c1ccccc1 (stereo not drawn)
→ 2, 0.3, 2, -8, 0, 20, -5, -13, 11
CCOC(=O)C1CCN(C(=O)COC(=O)c2ccccc2C(=O)c2ccc(Cl)cc2)CC1
→ -9, 2.6, 1, -22, 23, -23, -4, 3, -9
Oc1ccccc1CN1CCC(C(O)(c2ccccc2)c2ccccc2)CC1
→ -14, -0.2, 10, -14, 9, -8, -7, 0, -19
